Compound activity (PubChem)
cardiac RTF act = cardiac RTF calcium sensitivity activators, primary screen, biochemical, IANBD-TnC fluorescence, EC20 calcium. IANBD-labeled TnC RTF fluorescence at EC20 calcium; 0% EC20 calcium, 100% full calcium. actives 0.24% (n = 340,000). activation, % at 7.2 µM. AID 493008, 2010. Troponin I, cardiac muscle (Homo sapiens) + Troponin T, cardiac muscle (Homo sapiens) + …;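 active = activation above the mean over all tested compounds plus 3 SD, cut at about 30% in these data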;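 note: rise in fluorescence read as greater calcium sensitivity of cardiac thin filaments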
RTF Ca sens inh = cardiac RTF calcium sensitivity inhibitors, primary screen, biochemical, IANBD-TnC fluorescence, EC70 calcium | Troponin I, cardiac muscle (Homo sapiens) + Troponin T, cardiac muscle (Homo sapiens) + … | IANBD-labeled cardiac RTF, Ca2+ fluorescence | inhibition, % at 7.15 µM | actives 0.12% (n = 340,000);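 active = inhibition above the mean inhibition of all tested compounds plus 3 SD, cut at about 17% in these data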;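 note: assay run at fixed EC70 calcium of 1.6 mM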
V-ATPase pH = regulators of yeast V-ATPase proton pumping, primary screen, pHLuorin cytosolic pH fluorescence | actives 0.37% (n = 350,000) | AID 504577, 2011 | S. cerevisiae | response, % at 10 µM; in the data active = response mostly above about 7.3%, no sharp cut-off; inactive = mostly below about 5.4%; note: actives read high; inactives centre near 0; some compounds called inactive have numbers as strong as hits; reference of the scale not given here
OPRM1-OPRD1 inv = inverse agonists of MOR-DOR heterodimerization, primary screen, cell-based, luminescence | cell-based MOR-DOR heterodimer luminescence, inverse agonism | actives 0.21% (n = 340,000) | inhibition, % at 9.3 µM; in the data active = inhibition above about 22%, passing the limit was not always enough;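 note: 0% = cells with DMSO and 100% = wells without cells with DMSO; values of inactives mirror those of a sister screen read the other way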
Keap1 Nrf2 FP = Keap1-Nrf2 protein-protein interaction inhibitors, primary screen, biochemical, fluorescence polarization, single point; Kelch-like ECH-associated protein 1 (Homo sapiens), Q14145; Keap1 Kelch-Nrf2 peptide fluorescence polarization, 1536-well; inhibition, % at 9.4 µM; actives 0.15% (n = 340,000); in the data active = inhibition above about 12%;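 note: human Keap1 Kelch domain with fluorescein labeled Nrf2 9mer peptide probe; 0% = neutral control wells and 100% = peptide positive control; higher means more block of Keap1 binding to Nrf2 peptide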
Target sequence (Q14145 whole entry, looked up, the tested form may be a part): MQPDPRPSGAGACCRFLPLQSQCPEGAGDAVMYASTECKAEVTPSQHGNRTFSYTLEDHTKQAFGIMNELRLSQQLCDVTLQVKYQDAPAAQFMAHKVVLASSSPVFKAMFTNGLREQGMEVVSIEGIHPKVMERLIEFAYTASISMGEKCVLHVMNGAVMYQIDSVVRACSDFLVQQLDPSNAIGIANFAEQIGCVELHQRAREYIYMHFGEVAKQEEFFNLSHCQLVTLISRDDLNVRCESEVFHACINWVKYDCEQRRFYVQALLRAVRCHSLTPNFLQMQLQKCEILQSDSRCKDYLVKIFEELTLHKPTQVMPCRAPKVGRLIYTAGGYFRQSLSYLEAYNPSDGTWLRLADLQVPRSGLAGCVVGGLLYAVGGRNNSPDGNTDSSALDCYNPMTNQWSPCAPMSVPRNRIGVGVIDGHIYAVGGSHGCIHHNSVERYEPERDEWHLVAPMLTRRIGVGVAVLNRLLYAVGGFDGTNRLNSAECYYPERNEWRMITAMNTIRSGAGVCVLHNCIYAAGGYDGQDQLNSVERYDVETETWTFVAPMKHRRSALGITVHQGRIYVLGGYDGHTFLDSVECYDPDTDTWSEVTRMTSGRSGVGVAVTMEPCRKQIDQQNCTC
C-LANA FP = inhibitors of KSHV C-LANA binding to DNA, primary screen, biochemical, fluorescence polarization, FAM-LBS DNA, MBP-C-LANA, single point; Kaposi's sarcoma herpesvirus LANA C-terminal domain (residues 932-1162) DNA binding; inhibition, % at 9 µM; actives 0.078% (n = 340,000); AID 504423, 2011;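 active = highest replicate inhibition at or above 60% at 9 µM, even if other replicates fall short; inactive = all replicates below 60% inhibition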;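 note: 0% = neutral control wells and 100% = 4 µM acridine orange control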
HTR5A ag = HTR5A agonists in luminescence cell assay, primary screen, counter-screen for OPRM1-OPRD1 heterodimer agonist project, full-deck HTS; cell-based; activation, % at 9.3 µM; actives 0.61% (n = 340,000); AID 504692, 2011; in the data active = activation mostly above about 9.5%, no sharp cut-off; inactive = mostly below about 7.6%;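 note: 0% = cells with vehicle only and 100% = reference agonist; strong numbers were not always called active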
Target sequence (P47898 whole entry, looked up): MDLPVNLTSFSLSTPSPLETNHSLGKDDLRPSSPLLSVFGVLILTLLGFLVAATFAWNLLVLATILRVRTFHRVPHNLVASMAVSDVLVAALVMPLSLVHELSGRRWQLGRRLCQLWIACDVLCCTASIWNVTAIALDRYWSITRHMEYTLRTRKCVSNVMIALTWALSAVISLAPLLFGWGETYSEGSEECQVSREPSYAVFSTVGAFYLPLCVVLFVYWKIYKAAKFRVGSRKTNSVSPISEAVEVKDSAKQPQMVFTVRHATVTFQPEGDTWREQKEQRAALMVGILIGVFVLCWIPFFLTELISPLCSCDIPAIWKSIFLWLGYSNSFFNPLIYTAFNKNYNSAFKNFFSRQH
HTR5A inv ag = HTR5A inverse agonists in luminescence cell assay, primary screen, counter-screen for OPRM1-OPRD1 heterodimer inverse agonist project, full-deck HTS; 5-hydroxytryptamine receptor 5A (Homo sapiens), P47898; HTR5A cell line, inverse agonism; inhibition, % at 9.3 µM; actives 0.083% (n = 340,000); AID 504634, 2011; in the data active = inhibition mostly above about 23%, no sharp cut-off; inactive = mostly below about 18%;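 note: 0% = cells with DMSO and 100% = no-cell wells with DMSO; some compounds called inactive have numbers as strong as hits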
OPRM1-OPRD1 ag = agonists of OPRM1-OPRD1 heterodimerization, primary screen, cell-based, luminescence; Mu-type opioid receptor (Homo sapiens) + Delta-type opioid receptor (Homo sapiens), …; cells; activation, % at 9.3 µM; actives 0.3% (n = 340,000); in the data active = activation above about 18%;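 note: 0% = vehicle-treated cells and 100% = reference agonist; values of inactives mirror those of a sister screen read the other way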
CAL PDZ FP = untagged CAL PDZ binding inhibitors, primary screen, biochemical, fluorescence polarization, HTS. Golgi-associated PDZ and coiled-coil motif-containing protein (Homo sapiens), Q9HD26. inhibition, % at 24.9 µM. actives 0.92% (n = 300,000). purified CAL PDZ, TMR-peptide fluorescence polarization, 1 h;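 active = mean inhibition of at least 30% with at least half of replicates also reaching 30%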;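 note: 0% = DMSO neutral control and 100% = excess unlabeled competitor peptide PRC23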
* hit, by the source's call; nt = not tested or not shown.

SMILES | cardiac RTF act | RTF Ca sens inh | V-ATPase pH | OPRM1-OPRD1 inv | Keap1 Nrf2 FP | C-LANA FP | HTR5A ag | HTR5A inv ag | OPRM1-OPRD1 ag | CAL PDZ FP
COc1ccc(/C=C2\CC/C(=C\c3ccc(OC)cc3OC)C2=O)c(OC)c1 | 24 | -72 | -2 | 16 | -6 | 1.0 | -3 | -13 | -3.1 | -1
O=C1C=C(N2CCN(c3ccccn3)CC2)C(=O)c2c(O)ccc(O)c21 | 6 | 3 | -2 | -38 | -3 | 1.5 | 2 | -7 | 8.7 | -6
CS(=O)(=O)Nc1ccc(S(=O)(=O)NCCc2ccccc2)cc1 | 8 | -8 | -1 | 5 | 2 | 0.7 | 0 | -2 | -1.0 | -3
CSCCC(NC(=O)c1ccc([N+](=O)[O-])cc1Cl)C(=O)OC(C)C(=O)NCc1ccco1 (stereo not drawn) | 5 | -10 | -1 | -13 | -8 | 0.2 | 6 | -6 | 2.4 | -1
O=C(O)C1CC=C(Cl)CC1C(=O)NCc1ccccc1 (stereo not drawn) | 0 | 7 | 5 | 17 | -5 | 0.9 | 4 | 8 | -3.5 | -4
CCC(C)NC(=O)C1CCCCN1S(=O)(=O)c1ccc(F)cc1 (stereo not drawn) | 1 | 5 | -1 | -2 | -6 | -0.2 | 3 | 0 | 0.4 | 0
CCCCNC(=O)Nc1cnn(CC)c1C(N)=O | -4 | 0 | -2 | 13 | -3 | -0.7 | -4 | -18 | -2.4 | 0
O=C(c1cnn2c(C(F)F)cc(-c3ccccc3)nc12)N1CCc2ccccc2C1 | 6 | -2 | -3 | -17 | -4 | -1.4 | 5 | 11 | 3.5 | -1
O=c1[nH]nc(SCc2ccccc2)c(=O)[nH]1 | 0 | 5 | -6 | 15 | -3 | 1.0 | 8 | -21 | -2.8 | nt
CCOc1ccc2c(c1)c(N=NC(=N)N)c(O)n2C | 4 | -11 | 0 | 11 | -8 | -0.8 | -5 | 16 | -2.1 | -3
CN(CC(=O)Nc1ccc(Cl)c(Cl)c1)C(=O)CNC(=O)C1CCCCC1 | 1 | -11 | 8 | 9 | 5 | 0.3 | 3 | 18 | -2.1 | 1
COc1ccc(CC(=O)Nc2cccc(-c3nnc(-c4ccc(C)cc4)o3)c2)cc1OC | 0 | -8 | 2 | -113 | 4 | 0.3 | 17* | -38 | 20* | 3
COc1ccc(NC(C#N)c2ccc(OC)cc2)cc1 (stereo not drawn) | -4 | -5 | -3 | 8 | -3 | 1.0 | -1 | -6 | -1.7 | -3
Cc1ccc(/C=N/n2c(-c3ccncc3)n[nH]c2=S)o1 | -4 | 9 | nt | -1 | -5 | 2.2 | 1 | -4 | 0.2 | -13
CC(C)C(=O)Nc1ccccc1N1CCN(S(C)(=O)=O)CC1 | 1 | -11 | -5 | 12 | -2 | 0.0 | -2 | 5 | -2.3 | -8
CCN(CC)S(=O)(=O)c1ccc(-c2csc(C)n2)s1 | 5 | -10 | -2 | -3 | 0 | 2.0 | 7 | -32 | 0.7 | -10
COc1cc(CN2CCN(Cc3cccc(OC)c3OC)CC2)cc(OC)c1 | -2 | -6 | -4 | 10 | 1 | 2.3 | 2 | -6 | -2.3 | -4
CC(CCc1ccccc1)NC(=O)CN1CCN(c2ccc(O)cc2)CC1 (stereo not drawn) | 0 | -3 | 1 | -5 | -1 | 0.7 | -3 | 9 | 1.0 | -2
Cc1ccc(NC(=O)C2=CCN(S(=O)(=O)c3ccc(F)cc3)CC2)c(C)c1 | 7 | -7 | -3 | 9 | -3 | -0.3 | 4 | -12 | -1.8 | nt
CC(=O)c1cccc(OCc2cc(C(=O)N3C[C@@H](C)O[C@@H](C)C3)no2)c1 | -2 | -4 | 1 | 4 | -6 | -2.4 | 7 | -16 | -0.7 | 5
COc1ccc(NC(=O)Nc2ccc3c(c2)CCC3)cc1 | -2 | -1 | 1 | -19 | -3 | 0.3 | -1 | -11 | 2.7 | nt
COC(=O)[C@@]12CCCCN1[C@H](c1ccc(-c3ccc(F)cc3)c(OC)c1)[C@@H]1C(=O)N(C)C(=O)[C@@H]12 | -4 | 3 | -3 | -6 | -4 | -0.4 | -1 | -16 | 1.2 | 0
O=C(NCCc1nccs1)C1CCC(=O)N(Cc2cccc(C(F)(F)F)c2)C1 (stereo not drawn) | -5 | -1 | 2 | 10 | 3 | -1.5 | -1 | 12 | -3.1 | -1
COc1cc(Cl)ccc1OCc1cc(C(=O)N2C[C@H]3CC[C@H]2C3)no1 | 5 | -6 | 3 | 5 | -4 | -0.2 | 4 | -2 | -1.0 | 7
O=C(Cn1nc(Cc2cccnc2)c2ccccc2c1=O)NCc1ccc2c(c1)OCO2 | 5 | -9 | -4 | -4 | -3 | 0.1 | 8 | -23 | 0.7 | nt

Shown as a hit in OPRM1-OPRD1 ag (from the list above):
structure,cardiac RTF act,RTF Ca sens inh,V-ATPase pH,OPRM1-OPRD1 inv,Keap1 Nrf2 FP,C-LANA FP,OPRM1-OPRD1 ag,CAL PDZ FP
COc1ccc(CC(=O)Nc2cccc(-c3nnc(-c4ccc(C)cc4)o3)c2)cc1OC,0,-8,2,-113,4,0.3,20*,3

Later entries
SMILES | cardiac RTF act | RTF Ca sens inh | V-ATPase pH | OPRM1-OPRD1 inv | Keap1 Nrf2 FP | C-LANA FP | HTR5A ag | HTR5A inv ag | OPRM1-OPRD1 ag | CAL PDZ FP
O=C(Cn1cnc2ccccc21)Nc1ccc(SC(F)F)cc1 | 6 | -12 | 0 | nt | 0 | -0.7 | nt | nt | nt | -1
CCCOc1ccc(N2C(=O)CC(N3CCCC(C(=O)N4CCCC4)C3)C2=O)cc1 (stereo not drawn) | 2 | 4 | -2 | 13 | 1 | -2.0 | 1 | -29 | -2.2 | -3
O=C(CSc1nnnn1C1CC1)N1CCN(c2ccc(O)cc2)CC1 | 2 | 2 | -1 | 8 | 0 | 2.0 | 0 | -1 | -1.9 | -1
COc1cc(C)c(CN2CCCCC2CO)cc1C (stereo not drawn) | 5 | -7 | 4 | 5 | -1 | -2.4 | 1 | 6 | -0.9 | 0
CCOC(=O)c1c(NC(=S)N2CCN(C)CC2)sc2c1CCN(C(=O)OCC)C2 | 21 | 0 | 4 | -14 | -7 | 1.2 | -2 | -10 | 2.8 | nt
O=C(OCc1nnc(-c2ccccc2)o1)c1ccc(Cl)cc1 | 3 | -4 | 4 | -21 | -3 | 0.5 | 4 | -10 | 4.1 | -3
Cc1ccccc1NC(=O)NC1(C(=O)N2CCN(C)CC2)CCCCC1 | 4 | -13 | 0 | 0 | -2 | 0.7 | 1 | -2 | 0.0 | nt
CN(C)c1ccc(-c2nnc(SCC3CCCO3)n2C)cc1 (stereo not drawn) | 2 | -1 | -1 | 18 | 1 | -0.7 | -3 | -12 | -3.6 | 0
COc1ccc(/C(C)=N/N=C2/NC(=O)CC(C(=O)O)S2)cc1 (stereo not drawn) | 5 | 11 | -2 | 1 | 4 | 3.9 | -2 | 12 | -0.2 | 0
COc1ccccc1N1CCN(/N=C\c2ccc(C)o2)CC1 | -4 | 9 | 0 | 6 | 0 | 1.2 | -4 | -3 | -1.0 | -3
COc1ccccc1Cn1c(=O)c2ccccc2n2c(SCc3csc(C)n3)nnc12 | 2 | 5 | 1 | -10 | -3 | 0.6 | 3 | -6 | 1.6 | -7
COc1ccc2c(c1)Sc1ccccc1N2CCN(C)C | -1 | 5 | 3 | -108 | -2 | -0.6 | -4 | -8 | 19* | 0
C#CC[N+]1(CC#Cc2ccc(C#CC[N+]3(CC#C)CCOCC3)cc2)CCOCC1 | -12 | -3 | -6 | -18 | -2 | -5.7 | -2 | -70 | 3.1 | 0
COc1ccccc1CCNC(=O)C(=O)NCC1OCCN1S(=O)(=O)c1cc(F)ccc1F (stereo not drawn) | 3 | 2 | -3 | 2 | 2 | -0.4 | 2 | -25 | -0.4 | nt
CCCOc1ccc2cc(-c3ccccn3)c(=O)oc2c1 | -7 | -2 | 1 | 8 | -1 | 0.2 | -1 | 2 | -1.6 | -2
CCc1ccc(N=C2NC(=O)CS2)cc1 | 0 | -6 | -1 | 11 | -1 | 0.9 | -3 | -18 | -2.1 | nt
CN(CC(=O)Nc1ccccc1Cl)C(=O)CN1C(=O)NC(c2ccccc2)(c2ccccc2)C1=O | 0 | -4 | 1 | 7 | -2 | -0.2 | -4 | 10 | -1.7 | 85*
CN1C(=O)N(CC(=O)N2CCN(S(=O)(=O)Cc3ccccc3)CC2)C(=O)C12CCCCC2 | -1 | -11 | -1 | 3 | -1 | 0.2 | 3 | 8 | -0.5 | 3
CC(NC(=O)c1cc2cc(Br)ccc2oc1=N)c1ccccc1 (stereo not drawn) | 0 | -1 | 0 | -2 | 2 | 0.9 | -2 | -26 | 0.2 | -8
CC[C@H](C)[C@H]1CNC(=S)N1CC1CCN(CCCCc2ccccc2)CC1 | -3 | -2 | -4 | 1 | -6 | -0.2 | -2 | 7 | -0.2 | 13
O=C1CCCC/C=C\C[C@H](CC(=O)N(CCO)Cc2ccccc2)C(=O)N[C@@H](Cc2ccccc2)CO1 | 8 | -6 | 2 | 13 | -1 | -2.1 | 4 | -12 | -2.3 | -2
CCN(CC)S(=O)(=O)c1ccc2[nH]c(=O)cc(C(=O)Nc3ccc(C)cc3)c2c1 | 7 | -9 | 0 | 8 | -3 | -0.3 | -1 | 21 | -1.7 | 2
COc1cc(/C=C(\C#N)C(=O)N2CCOCC2)ccc1OCc1ccccc1 | 2 | -4 | 0 | 19 | -6 | -1.2 | -5 | 13 | -4.0 | -3
CC1CCC(NC(=O)C2c3ccccc3C(=O)N2Cc2ccc3c(c2)OCO3)CC1 (stereo not drawn) | 4 | 3 | 0 | 5 | -2 | -0.9 | 1 | -4 | -1.0 | 6
CCOC(=O)c1cc(C)sc1NC(=O)CN1CCN(C(=O)C2CCCO2)CC1 (stereo not drawn) | -5 | 3 | 1 | 19 | -1 | -1.2 | 3 | -13 | -3.5 | -2
COc1ccc(S(=O)(=O)N(C)C[C@@H]2Oc3c(NS(C)(=O)=O)cccc3C(=O)N([C@@H](C)CO)C[C@H]2C)cc1 | -8 | 0 | 0 | 14 | 0 | 1.5 | 0 | -1 | -2.9 | -10
Cc1cccn2c(=O)c(/C=C3\SC(=S)NC3=O)c(NCCCN3CCOCC3)nc12 | 18 | -27 | -3 | 31 | -9 | -2.6 | -4 | 10 | -6.0 | 6
COc1ccc(/C=C\C(=O)NCC(=O)N/N=C/c2ccc(O)cc2O)cc1 | -4 | 0 | 1 | 10 | 0 | 10 | 0 | -29 | -2.0 | 7
